KDM5B inh: inhibitors of human KDM5B histone demethylase; Q9UGL1; actives 2.6% (n = 220,000); Potency, µM (top dose mostly 57.7 µM), without a hit: top-dose activity change, negative = inhibition, actives largely listed as inhibitors; AID 1347165; KDM5B demethylase, FDH-coupled NADH fluorescence (FDH is formaldehyde dehydrogenase); active means well fitted inhibition curve with a large enough effect; inconclusive means small, poorly fitted or top-dose-only effect; inactive means no such curve, though single readings can be large or run the other way; further: 0% is about no effect; nearly all actives have a fitted effect of over 70% in size
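qHTS format, multiple compound concentrations. Buffer 50 mM HEPES pH 7.5/0.01% Tween-20; 200 nM KDM5BΔAP final; 10 min compound preincubation; substrate-mix levels 12.5 µM peptide, 25 µM α-KG, 0.25 mM NAD⁺; 30 min RT; ΔRFU.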
Numbers without * were called inactive; ? = inconclusive; [ ] = dose if it differs, or a comment. Potency means the concentration at half of the fitted maximal effect. This is a subset; the hit share may differ from the screen's.

SMILES | KDM5B inh
CC(C)c1ccc(CNC(=O)c2noc(-c3ccc[nH]c3=O)n2)cc1 | ?
O=C(Nc1ccc(F)c(F)c1)C1CCCN1S(=O)(=O)c1cccc2nsnc12 (stereo not drawn) | 10%[11.5 µM]
O=C(Nc1cc(-c2ccc(Br)cc2)no1)c1ccco1 | -35%
CC(NC(=O)c1cc2cc(Br)cc(Br)c2o1)C1CC2CCC1C2 (stereo not drawn) | 18%
COc1ccc(OC)c(CNC(=O)c2cnc3c(C)cccn3c2=O)c1 | 10%
CCc1ccc2nc(N(Cc3cccnc3)C(=O)c3ccc(C#N)cc3)sc2c1 | -8%
Cc1ccc(C(NC(=O)Cc2cccs2)C(=O)Nc2ccc3c(c2)OCO3)cc1 (stereo not drawn) | -14%
CN(C)S(=O)(=O)c1ccc(=O)n(CC(=O)c2c[nH]c3ccccc23)c1 | -2%
CN1CCC(N2CCN(C(=O)c3c(F)cccc3F)CC2)C1=O (stereo not drawn) | -2%
O=C(NCc1cccs1)c1ccc(-c2ccccc2)cc1 | 22%
COc1cccc(NC(=O)COc2ccc(-c3nnc4n3CCCC4)cc2)c1 | -16%
Cn1ccnc1SCC(=O)Nc1cc(F)ccc1F | 1%
Cc1ccc(C(=O)N2CCCn3cc(-c4ccccc4)nc32)cn1 | ?
Cc1c(NC(=O)C(C)(C)Oc2ccc(Cl)cc2)cccc1-c1nc2ncccc2o1 | ?
O=C(c1ccccc1)N1N=C(c2ccccc2)CC1c1cccs1 (stereo not drawn) | -15%
Cc1cc(C(=O)N2CC(Oc3ccc(-c4nc(-c5ccccc5)no4)cc3)C2)n[nH]1 | -3%
COc1ccccc1N=C1NN=C(c2ccc3c(c2)CC(C)N3S(C)(=O)=O)CS1 (stereo not drawn) | -1%
COc1cc(C(=O)NC2CCCc3c2[nH]c2ccccc32)cc(OC)c1OC (stereo not drawn) | ?
CN(Cc1ccccc1)C(=O)CCc1nc(C2CCCN2C(=O)C2CCC2)no1 (stereo not drawn) | -23%
Cc1ccc(N2CC(C(=O)Nc3ccc(S(=O)(=O)Nc4ncccn4)cc3)CC2=O)cc1C (stereo not drawn) | -13%
CS(=O)(=O)N1CCC(OC2CCN(C(=O)Nc3ccccc3F)CC2)CC1 | 23%
CCSc1ncc(Cl)c(C(=O)Nc2c(C(=O)Nc3ccc(Cl)cc3)oc3ccccc23)n1 | 2%
CN1C(=O)COC[C@@H]1[C@H](O)c1ccc(NC(=O)c2ccc(F)cc2)cc1 | -13%[86.2 µM]
Cc1ccc(OCC(=O)Nc2c3c(nn2C(C)(C)C)CS(=O)(=O)C3)cc1 | 9%
CC(NCc1ccc(-c2ccccc2)o1)c1ccccc1 (stereo not drawn) | 0%
SMILES | KDM5B inh
CSc1ccc(CNC(=O)c2cc3n(n2)CC(c2ccc(Cl)cc2)OC3)cc1 (stereo not drawn) | ?
CCc1ccc(NC(=O)CCC(=O)c2ccccc2)cc1 | 28%
O=C1CC(c2ccccc2)N(C(=O)CCc2ccccc2)CCCCCN1 (stereo not drawn) | 10%
COCC(C)NC(=O)c1csc2nc(-c3cccc(C(F)(F)F)c3)cn12 (stereo not drawn) | -23%
Cn1nc(C(=O)OCCOc2ccc(Br)cc2)c2ccccc2c1=O | 18%
Cc1[nH]nc(Nc2ccc(C(C)C)cc2)c1[N+](=O)[O-] | 12%
COc1ccc(CNC(=O)C(C)Oc2ccc(CC(=O)O)cc2)cc1 (stereo not drawn) | -8%
O=C(Nc1nc2n(n1)C(c1ccc(F)cc1)C=C(c1ccc(Cl)cc1)N2)c1ccco1 (stereo not drawn) | ?
O=C1CN(C(=O)Cc2ccc(F)cc2)C(c2ccccc2)c2cc(Br)ccc2N1 (stereo not drawn) | ?
O=C(Nc1cccc(-c2cccc(F)c2)c1)C1CCN(Cc2ccco2)CC1 | -19%
CCC(C(=O)c1ccccc1)P(=O)(NN)c1ccccc1 (stereo not drawn) | 30%
Cc1cc(C(=O)N2CCCC(c3nn(C)c(=O)n3Cc3ccccc3)C2)n(C)n1 (stereo not drawn) | -16%
CCCOC1CCCN(C(=O)c2ccc3nc(-c4ccc(F)cc4)cn3c2)C1 (stereo not drawn) | 28µM*
Cc1cc(C)c(C(=O)O)c(C)c1 | 11%
O=S1(=O)N=CN(Cc2c(F)cccc2Cl)c2cc(C(F)(F)F)ccc21 | 11%
COc1ccc(C)cc1NC(=O)Cn1c(-c2ccccc2)nc(C)c(CCO)c1=O | ?
COC(=O)C1CN(Cc2ccc(F)cc2)CCS(=O)(=O)N1Cc1cn(Cc2ccccc2)nn1 (stereo not drawn) | 7%
Cc1cc(NC(=O)c2cc(-c3ccc(F)cc3)on2)no1 | 24%
COc1ccc(-n2c(=O)c3c(n2Cc2ccccc2)CN(C(=O)c2cccc(O)c2)CC3)cc1 | -22%
CC(C)NC(=O)C(C)Sc1nnc(NC2CC2)s1 (stereo not drawn) | 15%
CNc1c(NC(=O)c2cc(OC)cc(OC)c2)c(=O)oc2ccccc12 | 14%
Cc1ccn2c(Nc3ccc4c(c3)OCO4)c(-c3ccc(N(C)C)cc3)nc2c1 | ?
Cc1cc(=O)oc2cc(Br)ccc12 | -13%
Cc1cccc(Cn2c(SCc3ccc(C(=O)NCc4ccccc4F)cc3)nc3cccnc32)c1 | ?
O=C(Nc1ccccc1)N(Cc1cccc(O)c1)C1CCC(O)CC1 (stereo not drawn) | 25%
SMILES | KDM5B inh
Cc1cc(C(=O)CSc2ccccc2Br)c(C)[nH]1 | ?
Cn1ccnc1C(O)c1cc2n(n1)CCN(C/C=C/c1ccccc1)C2 (stereo not drawn) | -7%
COc1ccc(Br)c(C(=O)NCC2CCCCC2)c1 | -10%
O=C(O)C(c1ccccc1)N1C(=O)/C(=C/c2cccs2)SC1=S (stereo not drawn) | 25%
CN(C)C(=O)c1ccc(NC(=O)Cn2nc(-c3ccc(Cl)cc3)c3ccccc3c2=O)cc1 | -23%
Cc1ccc2scc(N3CCc4ccccc4C3)c(=O)c2c1 | ?
COC(=O)/C(C#N)=N\O | 11%
COc1cccc(Nc2cc3c(cn2)NCCN(Cc2ccccc2)C3)c1 | 40µM*
CCN(c1ccc2c(c1)OCO2)C1CN(C(=O)OC(C)(C)C)C1 | 89µM*
CCn1c(SCC(=O)c2ccc(C#N)cc2)nnc1-c1ccccc1C | ?
O=C(CN1C(=O)c2ccccc2S1(=O)=O)c1ccc(-c2ccc(Br)cc2)cc1 | 9%
COc1ccc2[nH]c3c(c2c1)CCNC31CCN(C(=O)CN2CCCC2=O)CC1 | ?
CCc1cn(C[C@H](NCC(C)(C)C)C(=O)O)c(=O)[nH]c1=O | -16%[86.2 µM]
Cc1ncoc1C(=O)N1CCC(N2C[C@H](O)C[C@H]2C(=O)NC2CCCCC2)CC1 | ?
CN1CC(=O)N(C2CCCCC2)Cc2c(NC3CC3)ncnc21 | ?
COc1ccc(C)cc1NC(=O)Cn1nc(N2CCN(c3ccccc3OC)CC2)ccc1=O | -54%
COCCOc1ccc2c(n1)CCN(C(=O)CCc1ccccc1)C2 | -13%
Cc1cc(NCc2cncn2CC(C)C)n2nc(C)cc2n1 | ?
CNC(=O)Nc1ccc(NC(=O)c2cc3ccc(OC)cc3nc2C)cc1 | 88%[activator]
Cc1nnc(N2C(=O)C(=O)/C(=C(/O)c3ccccc3)C2c2ccc(C(C)C)cc2)s1 (stereo not drawn) | ?
CN1CCCCC1C(=O)NCc1cccnc1Oc1cccc(C(F)(F)F)c1 (stereo not drawn) | 43%[activator]

Given as tab-separated lines: 29 of the compounds above
smiles	KDM5B inh
COC(=O)C1CN(Cc2ccc(F)cc2)CCS(=O)(=O)N1Cc1cn(Cc2ccccc2)nn1 (stereo not drawn)	7%
Cc1cc(NC(=O)c2cc(-c3ccc(F)cc3)on2)no1	24%
COc1ccc(-n2c(=O)c3c(n2Cc2ccccc2)CN(C(=O)c2cccc(O)c2)CC3)cc1	-22%
CC(C)NC(=O)C(C)Sc1nnc(NC2CC2)s1 (stereo not drawn)	15%
CNc1c(NC(=O)c2cc(OC)cc(OC)c2)c(=O)oc2ccccc12	14%
Cc1ccn2c(Nc3ccc4c(c3)OCO4)c(-c3ccc(N(C)C)cc3)nc2c1	?
Cc1cc(=O)oc2cc(Br)ccc12	-13%
Cc1cccc(Cn2c(SCc3ccc(C(=O)NCc4ccccc4F)cc3)nc3cccnc32)c1	?
O=C(Nc1ccccc1)N(Cc1cccc(O)c1)C1CCC(O)CC1 (stereo not drawn)	25%
Cc1cc(C(=O)CSc2ccccc2Br)c(C)[nH]1	?
Cn1ccnc1C(O)c1cc2n(n1)CCN(C/C=C/c1ccccc1)C2 (stereo not drawn)	-7%
COc1ccc(Br)c(C(=O)NCC2CCCCC2)c1	-10%
O=C(O)C(c1ccccc1)N1C(=O)/C(=C/c2cccs2)SC1=S (stereo not drawn)	25%
CN(C)C(=O)c1ccc(NC(=O)Cn2nc(-c3ccc(Cl)cc3)c3ccccc3c2=O)cc1	-23%
Cc1ccc2scc(N3CCc4ccccc4C3)c(=O)c2c1	?
COC(=O)/C(C#N)=N\O	11%
COc1cccc(Nc2cc3c(cn2)NCCN(Cc2ccccc2)C3)c1	40µM*
CCN(c1ccc2c(c1)OCO2)C1CN(C(=O)OC(C)(C)C)C1	89µM*
CCn1c(SCC(=O)c2ccc(C#N)cc2)nnc1-c1ccccc1C	?
O=C(CN1C(=O)c2ccccc2S1(=O)=O)c1ccc(-c2ccc(Br)cc2)cc1	9%
COc1ccc2[nH]c3c(c2c1)CCNC31CCN(C(=O)CN2CCCC2=O)CC1	?
CCc1cn(C[C@H](NCC(C)(C)C)C(=O)O)c(=O)[nH]c1=O	-16%[86.2 µM]
Cc1ncoc1C(=O)N1CCC(N2C[C@H](O)C[C@H]2C(=O)NC2CCCCC2)CC1	?
CN1CC(=O)N(C2CCCCC2)Cc2c(NC3CC3)ncnc21	?
COc1ccc(C)cc1NC(=O)Cn1nc(N2CCN(c3ccccc3OC)CC2)ccc1=O	-54%
COCCOc1ccc2c(n1)CCN(C(=O)CCc1ccccc1)C2	-13%
Cc1cc(NCc2cncn2CC(C)C)n2nc(C)cc2n1	?
CNC(=O)Nc1ccc(NC(=O)c2cc3ccc(OC)cc3nc2C)cc1	88%[activator]
Cc1nnc(N2C(=O)C(=O)/C(=C(/O)c3ccccc3)C2c2ccc(C(C)C)cc2)s1 (stereo not drawn)	?

Compound activity as filed in PubChem.
